Screening results (PubChem BioAssay)
NCI-60 one-dose screen, 48 h, at 10 µM unless noted. Numbers give growth in % (100 = growth as untreated, 0 = no growth, -100 = all killed).
NCI-H322M: NCI-H322M lung cancer | 80,000 compounds, 2.7% hits
NCI-H226: NCI-H226 lung cancer; 79,000 compounds, 3.5% hits
NCI-H460: NCI-H460 lung cancer; 82,000 compounds, 6.8% hits; AID 1794736
COLO 205: COLO 205 colon cancer; AID 1794742; 79,000 compounds, 7.3% hits
RXF 393: RXF 393 renal cancer cells; 77,000 compounds, 6.9% hits
NCI-H23: NCI-H23 lung cancer; 80,000 compounds, 4% hits
NCI-H522: NCI-H522 lung cancer; 78,000 compounds, 8% hits; AID 1794739
A498: A498 renal cancer cells; 76,000 compounds, 5.4% hits; AID 1794774
HT29: HT29 colon cancer; 81,000 compounds, 7.4% hits
The depositor's hits bear a star; . = not tested or not shown; & = joins results of further samples. The calls were made as follows: active = growth percent below 10; inactive = the rest.

SMILES	NCI-H322M	NCI-H226	NCI-H460	COLO 205	RXF 393	NCI-H23	NCI-H522	A498	HT29
O=C(CN1CCN(CC(=O)c2ccccc2)CC1)c1ccccc1	127	108	121	105	116	102	87	.	75
CCC(=O)OC1=C(C)SC2=NC(c3ccc(Cl)cc3)=CC(c3ccc(OC)cc3)N21 (stereo unspecified)	98	105	102	108	105	105	88	93	79
COc1ccc(OC)c(C2C3=C(CC(C)(C)CC3=O)OC2C(=O)c2ccc(N=[N+]=[N-])cc2)c1 (stereo unspecified)	108	.	109	114	.	105	96	116	114
Cc1ccc2nc[nH]c2c1	100	99	110	113	109	101	104	81	97
CC(=O)n1c(-c2ccc(Cl)cc2)nc2c(c1=O)C(c1ccc(Cl)cc1)c1sc3c(Cl)cccc3c1O2 (stereo unspecified)	17	9.2*	-30*	-56*	-25*	-0.9*	-33*	3.8*	-52*
Cn1c(=O)c2[nH]c(SCC(=O)c3ccc(Br)cc3)nc2n(C)c1=O	100	95	104	113	.	104	102	87	106
O=c1c2ccccc2nc(CN2CCCC2)n1/N=C/c1ccc(Cl)cc1	108	100	103	106	100	98	87	84	107
CC(=O)Nc1ccc(Cl)cc1C(=O)O	91	96	102	112	110	101	91	95	104
COc1ccc(C(=O)/C=C/c2cccc(Cl)c2)cc1S(N)(=O)=O	11	38	3.0*	-65*	-66*	-10*	-50*	111	0.7*
Cc1ccc(-c2nn(-c3ccccc3)cc2/C=C/C(=O)NNC(=O)Nc2ccc(Br)cc2)cc1	97	94	88	99	.	76	56	64	100
O=c1[nH]c2ccccc2cc1CSc1ccc(Nc2nccc(-c3ccc4c(c3)OCO4)n2)cc1	98	74	83	72	.	86	97	121	74
N#CC1C(=O)NC(=O)C(C#N)C12CCCC(C(F)(F)F)C2 (stereo unspecified)	105	104	105	116	113	107	111	101	.
CC1(c2ccccc2N)N=C(N)Nc2nc3ccccc3n21 (stereo unspecified)	110	87	103	93	119	102	110	119	98
N#Cc1nc(-c2ccccc2)oc1N1CCC[C@H]1CO	94	100	104	116	99	.	100	95	102
COc1cc(/C=N/N=C(N)N)cc(I)c1O	124	103	106	113	120	.	92	103	103
CCOC(=O)Cc1cnc(N/N=C(\C)c2cc3ccccc3o2)s1	94	80	94	108	107	86	42	113	86
Cc1nc2cc(O)c(O)cc2cc1Oc1ccc(NC(=O)c2ccc(Cl)c(Cl)c2)cc1	98	85	89	104	80	84	82	127	88
CCCCN(CCCC)CC(O)c1cccc2cc(Cl)ccc12 (stereo unspecified)	89	83	66	57	71	66	81	82	33
NNC(=O)c1cccc([N+](=O)[O-])c1	92&108	93&101	108&108	109&103	105&115	99&100	96&96	91	99&102
COc1ccc[nH]c1=O	133	101	104	104	109	95	92	104	.
CC12CCC=CC1=C(C=O)C1C2CCC2(C)C(O)CCC12 (stereo unspecified)	92	102	102	102	120	92	89	102	97
CCN1CCN(CC(=O)Nc2nc3ccc(NCc4ccc(C)cc4)cc3s2)CC1	88	72	45	16	56	73	94	94	15
CCOC(=O)c1cc(C(=O)c2ccc(OC)c(OC)c2)n2c1ccc1c3ncccc3ccc12	.	99	101	105	110	93	91	105	105
CCNC(=O)N1CCc2cc(OC)c(OCCc3ccc(OC)c(N)c3)cc2C1c1cc(C)c(C)cc1C (stereo unspecified)	54	45	4.3*	56	22	42	5.3*	20	22
CC(=O)Nc1ccc(/C=N/NC(=S)NCC(C)C)cc1	125	90	106	108	111	98	.	128	105

The list goes on.
SMILES	NCI-H322M	NCI-H226	NCI-H460	COLO 205	RXF 393	NCI-H23	NCI-H522	A498	HT29
CCCc1cc(=O)n2c(C(=O)Nc3c(F)cccc3F)c(C(=O)Nc3ccc(C(=O)OC)cc3)sc2n1	88	98	114	142	87	113	100	134	118
C=C(C)[C@@H]1CC[C@]2(COC(=O)c3cccnc3)CC[C@]3(C)[C@H](CC[C@@H]4[C@@]5(C)CCCNC(C)(C)[C@@H]5CC[C@]43C)[C@@H]12	79	91	94	89	80	98	94	97	88
COc1ccc(/C=C(/NC(=O)c2ccccc2)C(=O)Nc2ccc(S(N)(=O)=O)cc2)c(OC)c1	106	102	101	108	95	99	86	100	86
N#Cc1c(-c2ccc(Cl)cc2Cl)c2c(N)nn(-c3ccccc3)c2[nH]c1=O	101	104	102	122	114	101	97	105	114
O/C(C=Nc1ccccc1)=C\C=C\Nc1ccccc1	84	91	110	85	95	92	65	102	82
COc1ccc(NC(=S)N/N=C/c2cccc(F)c2)cc1	91	104	105	114	101	95	69	101	88
COc1ccc(Sc2nc(NC3CC3)nc(Sc3ccc(OC)cc3)n2)cc1	103	74	98	90	77	94	97	124	87
CNC(=O)c1[nH]c(C)c2c1CCCCC2=O	105	92	110	110	105	95	94	101	100
Cc1ccc(S(=O)(=O)OC2COCOC2C(OS(=O)(=O)c2ccc(C)cc2)C2OCOCC2OS(=O)(=O)c2ccc(C)cc2)cc1 (stereo unspecified)	96	95	110	108	114	109	98	96	99
O=C(NCc1ccccc1)NNC(=O)c1ccc(-n2cc(-c3ccccc3)nn2)cc1	105	103	109	107	108	99	104	106	114
Cc1ccc(-n2cc(-c3ccccc3)c3c(SCc4n[nH]c(=S)o4)ncnc32)cc1	98	91	103	97	114	89	93	95	104
Cc1ccc(-c2nc(Nc3ccc(C(=O)O)cc3)c3ccccc3n2)cc1	84	38	82	110	.	87	91	112	87
O=C(CCc1nnco1)c1nc2ccc([N+](=O)[O-])cc2[nH]1	99	99	108	121	117	86	101	126	103
O=c1/c(=C/c2ccccc2)sc2nc(-c3ccc(Cl)cc3Cl)nn12	131	101	107	123	112	103	99	109	.
N#C/C(=C\c1ccccc1[N+](=O)[O-])C(=O)O	99	94	102	115	.	108	112	101	115
NS(=O)(=O)c1ccc(Nc2nc(N/N=C/c3ccccc3)nc(Nc3ccccc3)n2)cc1	73	77	69	86	12	86	92	57	63
COc1cc(OC)c2c(c1)O[C@@]1(OC)[C@H](c3ccccc3)C[C@@H](O)[C@@]21O	98	99	106	103	97	96	91	100	98
c1ccc2sc(SCN3CCN(CSc4nc5ccccc5s4)CC3)nc2c1	95	100	109	102	114	106	84	112	104
O=C(/C=C/c1ccc(Cl)cc1)Oc1ccc(/C=C2\CCCCC2=O)cc1	105	99	96	116	107	102	77	88	93
Nc1cc(C(=O)O)[nH]c(=S)n1	98	95	105	112	97	95	97	101	101
NC(=S)N/N=C/C(F)(F)F	104	103	98	112	121	101	113	.	122
Nc1cccc(N=Nc2c(S(=O)(=O)O)cc3cc(Nc4ccc5c(O)c(N=Nc6cccc(N)c6)c(S(=O)(=O)O)cc5c4)ccc3c2O)c1	100	94	107	110	112	101	98	110	109
CC(NC(N)=S)c1ccccc1 (stereo unspecified)	98	101	101	107	98	110	102	98	110
CCOC(=O)CCN(Cc1ccccc1)C(=S)Nc1ccccc1	105	99	102	108	105	105	98	.	102
Cc1cccc(OCC(=O)O)c1C	116	97	115	105	111	98	90	130	97

Rewritten with values under each structure: part of the list above
Below each SMILES: NCI-H322M | NCI-H226 | NCI-H460 | COLO 205 | RXF 393 | NCI-H23 | NCI-H522 | A498 | HT29
> O/C(C=Nc1ccccc1)=C\C=C\Nc1ccccc1
→ 84 | 91 | 110 | 85 | 95 | 92 | 65 | 102 | 82
> COc1ccc(NC(=S)N/N=C/c2cccc(F)c2)cc1
→ 91 | 104 | 105 | 114 | 101 | 95 | 69 | 101 | 88

More entries:
SMILES	NCI-H322M	NCI-H226	NCI-H460	COLO 205	RXF 393	NCI-H23	NCI-H522	A498	HT29
O=C(O)CN(CCOCCOCCN(CC(=O)O)CC(=O)O)CC(=O)O	92	103	102	110	.	103	107	105	101
Cn1cc(/C=N/Nc2ccnc3cc(Cl)ccc23)c2ccccc21	-100*	-67*	-68*	-59*	.	-84*	-68*	-80*	-40*
N=c1c(S(=O)(=O)c2ccccc2)cc2c(=O)n3ccccc3nc2n1CCc1ccccc1	90	103	102	103	107	107	82	21	95
CCOC(=O)c1c(C(=O)O)[nH]c(C)c1C	100	86	103	97	109	97	85	87	93
COc1cc(-c2nc3ccc(C)cc3[nH]2)ccc1OCC(=O)N=Nc1c(O)[nH]c2ccc(Cl)cc12	37	87	-56*	-16*	-41*	23	21	82	-28*
O=C(c1ccccc1)c1ccc(Cl)c(Cl)c1	89	89	101	103	113	105	94	98	101
COc1ccc(-c2nc(SCCCCCC(=O)NO)[nH]c(=O)c2C#N)cc1	97	104	110	119	117	.	99	103	107
O=Cc1cccc(OCc2cn(CC(=O)Nc3nc4ccccc4s3)nn2)c1	.	103	102	112	116	104	96	112	111
CC(=O)c1c(N)c(C#N)cn1Cc1ccc(Cl)cc1Cl	107	110	109	118	125	.	105	113	112
COC(=O)c1cncc(C(=O)Nc2ccc(-n3cnc4ccccc43)cc2)c1	96	90	97	106	100	102	84	88	97
O=C(O)Cn1nnnc1COc1ccc(Cl)cc1	103	109	103	106	115	95	76	103	97
Cc1c(-c2csc(N/N=C/c3cccc(Br)c3)n2)nnn1-c1ccc([N+](=O)[O-])cc1	93	106	109	104	111	114	87	124	96
CCN(CC)C(=S)Sc1cc2c(cc1Cl)C(=O)c1ccccc1C2=O	.	76	88	106	115	84	67	106	96
O=S(=O)(Cc1ccccc1)c1ccccc1	118	.	112	112	102	105	104	101	107
CC1([C@H]2CC[C@H]3[C@@H]4CC[C@@H]5CC6(CC[C@]5(C)[C@H]4C(=O)C[C@]23C)OCCO6)OCCO1	110	93	100	111	111	104	101	.	109
COc1cc(COC(=O)CCCCC[P+](c2ccccc2)(c2ccccc2)c2ccccc2)c(OC)c2c1OCO2	84	68	64	71	.	52	50	53	32
N#Cc1c(-c2ccccn2)[nH]c(=S)[nH]c1=O	97	103	108	110	110	106	89	90	96
CCOC(=O)c1c(C)nc(Nc2nc3ccccc3o2)nc1-c1ccc(Cl)cc1Cl	102	103	107	102	107	103	88	112	107
COc1cc(N)c2ncccc2c1	109	103	110	86	108	90	90	96	100
Cc1cc(C)cc(C(=O)N2CCCCC2)c1	103	105	111	108	109	99	89	109	97
O=C(COc1ccc(-c2cc3ccccc3[nH]2)cc1)N1CCCC1	.	.	106	103	120	98	97	83	104

Entries listed so far that have an NH in an aromatic ring:
SMILES	NCI-H322M	NCI-H226	NCI-H460	COLO 205	RXF 393	NCI-H23	NCI-H522	A498	HT29
Cc1ccc2nc[nH]c2c1	100	99	110	113	109	101	104	81	97
Cn1c(=O)c2[nH]c(SCC(=O)c3ccc(Br)cc3)nc2n(C)c1=O	100	95	104	113	.	104	102	87	106
O=c1[nH]c2ccccc2cc1CSc1ccc(Nc2nccc(-c3ccc4c(c3)OCO4)n2)cc1	98	74	83	72	.	86	97	121	74
COc1ccc[nH]c1=O	133	101	104	104	109	95	92	104	.
N#Cc1c(-c2ccc(Cl)cc2Cl)c2c(N)nn(-c3ccccc3)c2[nH]c1=O	101	104	102	122	114	101	97	105	114
CNC(=O)c1[nH]c(C)c2c1CCCCC2=O	105	92	110	110	105	95	94	101	100
Cc1ccc(-n2cc(-c3ccccc3)c3c(SCc4n[nH]c(=S)o4)ncnc32)cc1	98	91	103	97	114	89	93	95	104
O=C(CCc1nnco1)c1nc2ccc([N+](=O)[O-])cc2[nH]1	99	99	108	121	117	86	101	126	103
Nc1cc(C(=O)O)[nH]c(=S)n1	98	95	105	112	97	95	97	101	101
CCOC(=O)c1c(C(=O)O)[nH]c(C)c1C	100	86	103	97	109	97	85	87	93
COc1cc(-c2nc3ccc(C)cc3[nH]2)ccc1OCC(=O)N=Nc1c(O)[nH]c2ccc(Cl)cc12	37	87	-56*	-16*	-41*	23	21	82	-28*
COc1ccc(-c2nc(SCCCCCC(=O)NO)[nH]c(=O)c2C#N)cc1	97	104	110	119	117	.	99	103	107
N#Cc1c(-c2ccccn2)[nH]c(=S)[nH]c1=O	97	103	108	110	110	106	89	90	96
O=C(COc1ccc(-c2cc3ccccc3[nH]2)cc1)N1CCCC1	.	.	106	103	120	98	97	83	104
